Screens deposited in PubChem BioAssay by Broad Institute.
CFTR F508del cor = correctors of CFTR F508del function in bronchial epithelial cells; CFBE cells, YFP halide quenching; stimulated with forskolin plus potentiator P3; % fluorescence drop versus neutral controls; activity (quench increase), % at 7.58 µM; 0.36% of 350,000 active; AID 720511;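 active = mean added fluorescence quench of at least 8% versus neutral control, with both replicates also reaching 8%; inconclusive = only one of the mean or replicate conditions met; inactive = mean below 8% and not both replicates reaching 8%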;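 note: cells transiently co-express mutant CFTR-F508del with the halide-sensitive YFP; corrector assay measuring rescue of mutant channel to the surface after 24 h compound exposure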
XiGFP reactiv = activators of X-chromosome reactivation in mouse fibroblasts. XiGFP mouse fibroblasts, % GFP-positive cells imaging, 3 d; cells co-treated with 5-aza-dC sensitizer; scaled so ellipticine positive control = 100%. activation, % at 7.58 µM. 0.055% of 360,000 active. AID 743238;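 active = mean normalized replicate activation at least 10% and every replicate at or above 10%; inconclusive = only one of the two criteria met; inactive = mean below 10% and not all replicates reach 10%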;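 note: 0% = median of on-plate neutral control wells and 100% = ellipticine 6 µM median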
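System: 68-5-11 XiGFP fibroblast line; Timing: 3 days compound exposure; Compound dosing: one concentration, pinned; Benchmarks: positive control ellipticine, 6 µM final; Buffer or medium: DMEM containing 5-aza-dC.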
RAD54 inh = blocks human RAD54 Holliday junction branch migration. FAM/BHQ fluorescence. inhibition, % at 10.4 µM. 0.14% of 360,000 active. AID 602329;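 active = mean normalized replicate activity at least 40 and at least half of replicates scoring 40 or more; inconclusive = only one of the two criteria met; inactive = mean below 40 and under half of replicates reaching 40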;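 note: 0% = median of neutral control wells and 100% = median of positive control wells; inhibitors cause a drop in the FAM fluorescence signal; in these data hits start at about 50%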
Target sequence (Q92698 whole entry, looked up): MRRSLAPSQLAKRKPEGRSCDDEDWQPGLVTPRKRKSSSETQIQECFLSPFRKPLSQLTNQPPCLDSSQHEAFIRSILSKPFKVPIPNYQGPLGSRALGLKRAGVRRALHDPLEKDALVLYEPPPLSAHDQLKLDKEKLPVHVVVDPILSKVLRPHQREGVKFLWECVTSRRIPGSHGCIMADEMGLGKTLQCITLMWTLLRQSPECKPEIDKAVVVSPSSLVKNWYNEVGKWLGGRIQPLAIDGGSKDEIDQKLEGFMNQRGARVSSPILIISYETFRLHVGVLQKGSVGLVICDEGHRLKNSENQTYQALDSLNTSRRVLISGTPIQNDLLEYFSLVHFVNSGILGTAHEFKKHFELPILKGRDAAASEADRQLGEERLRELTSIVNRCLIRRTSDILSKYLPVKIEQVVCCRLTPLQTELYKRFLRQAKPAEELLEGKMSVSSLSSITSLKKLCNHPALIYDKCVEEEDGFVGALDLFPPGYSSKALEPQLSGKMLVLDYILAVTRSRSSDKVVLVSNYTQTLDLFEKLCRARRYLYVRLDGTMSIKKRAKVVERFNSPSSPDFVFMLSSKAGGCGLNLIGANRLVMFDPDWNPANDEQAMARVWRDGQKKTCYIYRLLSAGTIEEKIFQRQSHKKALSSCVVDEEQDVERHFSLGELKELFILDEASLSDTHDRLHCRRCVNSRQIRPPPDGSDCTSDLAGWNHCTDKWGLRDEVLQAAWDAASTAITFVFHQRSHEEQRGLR
INS-1E GSIS act = primary screen for activators of insulin secretion dependent on glucose, INS-1E cells, GLuc reporter luminescence. activation, % at 16.6 µM. AID 743287. INS-1E GLuc reporter insulin secretion, 2-3 h. 0.61% of 370,000 active;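 active = lowest replicate activation of at least 40%, so every replicate reaches that level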;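 note: 0% = median of neutral control wells and 100% = median of IBMX positive control wells; some compounds called inactive have numbers as strong as hits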
DENV2 CPE = inhibitors of DENV2 cytopathic effect; DENV2-infected cells, cytopathic effect rescue, plate reader; 1.7% of 350,000 active; CPE inhibition, % at 9.99 µM; in the data active = CPE inhibition above about 20%, passing the limit was not always enough; inconclusive = no clear call, values can overlap the other calls; tested in BHK-21 cells;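 note: 0% = median of neutral control wells and 100% = median of positive control wells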
Casp6 inh = inhibitors of human caspase-6; P55212; purified caspase-6, Z-VEID-R110 cleavage fluorescence; inhibition, % at 12.5 µM; 0.53% of 350,000 active;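 active = mean inhibition across replicates at least about 35%, with every replicate also reaching that limit, limit read from the data; inconclusive = only one of the two criteria met; inactive = neither criterion met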;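 note: 0% = median of neutral control wells and 100% = no fluorescence left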
Target sequence (P55212 24-179 limits assumed): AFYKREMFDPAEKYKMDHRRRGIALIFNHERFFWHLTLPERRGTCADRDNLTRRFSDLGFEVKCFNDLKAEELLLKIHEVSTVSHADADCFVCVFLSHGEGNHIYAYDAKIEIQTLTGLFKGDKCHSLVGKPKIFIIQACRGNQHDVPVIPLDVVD
Target sequence (P55212 194-293 limits assumed): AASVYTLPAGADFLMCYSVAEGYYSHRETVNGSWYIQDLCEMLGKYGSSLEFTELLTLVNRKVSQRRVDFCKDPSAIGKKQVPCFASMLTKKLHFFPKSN
RAD52 anneal inh = blocks human RAD52 DNA annealing; P43351; recombinant RAD52 DNA annealing, FRET fluorescence; inhibition, % at 18.7 µM; 0.46% of 360,000 active; AID 651710;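 active = every replicate showing at least 50% inhibition; inconclusive = mean inhibition at least 50% but not in every replicate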
E-sel inducer = E-selectin induction on HUVECs; 0.37% of 260,000 active; AID 686992; HUVEC E-selectin immunofluorescence imaging; normalized: neutral wells 0, TNF-alpha wells 100; P16581; activation, % at 7.58 µM;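 active = mean E-selectin-positive cell signal at least 10% of the positive control, reached in at least 60% of replicates, without over 20% cell loss; inconclusive = no rule given, readout overlaps actives, possibly toxicity-flagged; inactive = the rest, including those meeting only one limit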;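 note: in these data hits start at about 27%; measured in HUVEC primary endothelial cells; signal is the percent of cells scored E-selectin positive by PE staining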
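Test system: HUVEC | Signal: Immunofluorescence imaging | Read-out: Percent E-selectin-positive cells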
* = called active by the depositor; ? = inconclusive; nt = no result given. Compounds were not picked by outcome; about 3.7% have a hit in one of these screens.

SMILES	CFTR F508del cor	XiGFP reactiv	RAD54 inh	INS-1E GSIS act	DENV2 CPE	Casp6 inh	RAD52 anneal inh	E-sel inducer
O=C(NCc1cccnc1)c1cc(C2CCCCN2C(=O)c2ccc3c(c2)CCO3)on1 (stereo not drawn)	-0.2	0.0	-2	19	-4	3	-3	0.3
Cc1ccc(S(=O)(=O)Nc2ccc3c(c2)C(=O)N([C@H](C)CO)C[C@H](C)[C@@H](CN(C)Cc2ccc(Oc4ccccc4)cc2)O3)cc1	2.9	-0.1	nt	8	nt	nt	nt	0.2
Cc1ccccc1-n1ncc2c1CC(C)(C)CC2NC(=O)C1=CC(=O)CC(C)(C)O1 (stereo not drawn)	-0.2	-0.1	-5	-34	1	3	-13	-1.6
CCCCn1c(N)c(N(CCC(C)C)C(=O)c2cc(-c3ccco3)nc3ccccc23)c(=O)[nH]c1=O	-0.3	0.2	-7	-15	5	21	-16	-0.5
COc1cc(NC(=O)Nc2nnc([C@H]3C[C@H](O)[C@@H](CO)O3)s2)cc(OC)c1	0.1	0.0	-6	-2	-4	-1	7	0.0
CN(Cc1ccccc1)C(=O)c1cccc(NC(=O)Cc2ccc(NC(=O)C3CCN(C(=O)C4CC4)CC3)cc2)c1	-1.1	-0.1	-8	-7	-3	1	-7	0.0
CCC[C@@H](CN[C@@H](CNC)C(C)C)NCCCCc1ccccc1	0.7	0.1	-11	-40	2	-8	-86	nt
Cc1cccc(NC(=O)c2ccc(C(=O)c3ccccc3)o2)c1	-2.0	0.0	nt	6	-2	1	-8	0.5
O=C(Nc1cc(F)ccc1F)N1CC(=O)N2[C@H](C1)[C@H](c1ccc(C#CC3CCCC3)cc1)[C@@H]2CO	1.5	nt	nt	nt	-8	0	12	nt
COc1cc(S(=O)(=O)Nc2ccccc2C(=O)N2CCCCC2)ccc1NC(C)=O	-1.0	0.0	13	24	-6	-1	-9	nt
CC(=O)c1ccc(N(C(=O)CNC(=O)c2ccco2)C(C(=O)NC2CCCC2)c2ccc(C)o2)cc1 (stereo not drawn)	3.7	0.3	2	10	3	1	-10	33*
O=C(CCc1nnc2ccc(NCc3ccco3)nn12)Nc1ccccc1F	-0.3	0.3	-15	6	-5	6	-30	nt
Cc1ccc(C)c2[nH]c(=O)c(CCNC(=O)c3ccc(S(=O)(=O)N(C)C)cc3)cc12	0.4	0.1	-10	-20	-8	1	-7	2.2
COc1ccccc1-c1cnc2c(c1)C(=O)N([C@H](C)CO)C[C@@H](C)[C@@H](CN(C)CC1CCCC1)O2	0.1	-0.4	-1	3	23	-7	7	-0.4
CC(C)CC(COCc1cccc(C(F)(F)F)c1)N1CCN(C(=O)c2cccc(C(F)(F)F)c2)CCC1=O (stereo not drawn)	3.9	0.0	-17	-2	3	-2	31	0.0
O=C1C(c2ccccc2)c2ccccc2N1Cc1ccccc1 (stereo not drawn)	-11	0.1	-5	nt	-6	5	-9	0.3
O=C(COC(=O)Cn1[nH]c(=O)c2ccccc2c1=O)NNC(=O)c1ccccc1	-3.1	0.0	2	6	6	-1	-8	-1.1
O=C(Nc1nc2c(s1)CN(Cc1ccccc1)CC2)C1CCCC1	0.0	0.3	nt	6	8	3	-30	9.0
CCOC(=O)Cc1csc(NC(=O)Cn2cnc3c2c(=O)n(C)c(=O)n3C)n1	-1.5	0.5	nt	13	nt	1	-6	nt
Cc1ccc(CC2SC(N)=NC2=O)cc1 (stereo not drawn)	-0.6	0.3	nt	-5	5	-63	-3	-1.2
CCOC(=O)C1=C(C)OC(=Cc2ccccc2)C1=O	0.1	0.2	nt	8	-11	-1	-57	1.0
COc1ccc(CCN2CC(C(=O)N(C)CC(=O)Nc3ccc(F)c(F)c3F)CC2=O)cc1OC (stereo not drawn)	2.9	0.0	-6	-9	-8	-101	-6	-0.2
C[C@H]1CN([C@@H](C)CO)C(=O)c2cc(/C=C/c3ccccc3)cnc2O[C@@H]1CN(C)C	1.0	-0.7	11	3	-5	-1	4	0.0
CN(C)CC(=O)Nc1ccc2c(c1)[C@H]1C[C@@H](CC(=O)N3CCOCC3)O[C@H](CO)[C@H]1O2	0.7	0.0	-4	4	2	nt	nt	0.0
C[C@H](CO)N1C[C@H](C)[C@H](CN(C)C(=O)NC2CCCCC2)Oc2ccc(NS(=O)(=O)c3ccc(Cl)cc3)cc2C1=O	-4.7	-0.3	1	-23	2	1	-6	4.2
CN1CCN(CCCCOc2ccccc2C=O)CC1	0.3	0.0	19	8	1	-68	87*	-4.7
O=C(c1cccc(NS(=O)(=O)c2ccccc2)c1)N1CCCC1	-0.4	0.2	2	20	-7	-1	-7	nt
Cc1nc2ccc(NC(=O)c3ccc([N+](=O)[O-])cc3[N+](=O)[O-])cc2s1	-2.0	0.0	nt	-2	-5	1	-5	0.5
Cc1ccc(SCCN2CCC(C(C)(C)C)CCC2=O)cc1 (stereo not drawn)	-0.2	0.0	-12	-16	?	-1	-7	nt
COc1ccc(CCC(C)NC2CCCCCCC2)cc1 (stereo not drawn)	3.8	0.0	1	-3	10	2	-25	-0.6
COc1ccc(Nc2c3c(nc4ccccc24)CCC3)cc1	0.4	0.4	28	74*	-7	-3	34	-0.1
CC(=O)Nc1ccc(-c2csc(NNC(=O)c3ccccc3)n2)cc1	0.5	0.3	nt	20	1	17	-16	-0.2
CCOc1ccccc1NC(=O)COC(=O)c1ccccc1SCC(=O)N1CCCC1	1.7	0.0	11	12	-1	-3	1	0.0
COc1ccccc1-c1nc(C#N)c(N2CCN(C(=O)c3ccco3)CC2)o1	-2.6	0.1	2	10	1	0	-22	-0.1
CN(C(=O)c1ccc2c(=O)n3c(nc2c1)CCCCC3)c1cccc(Cl)c1	0.2	0.1	-1	-3	-2	6	-6	nt
O=C(CCCOc1ccccc1)OCn1nnc2ccccc2c1=O	0.4	0.3	nt	58	3	-4	-17	-1.4
COc1cc(/C=N/NC(=O)c2ccccn2)ccc1OC(=O)c1ccc(Br)cc1	-0.6	0.1	0	23	-9	-1	-10	0.2
O=S(=O)(c1cccc(NC(=S)N2CCN(c3ccccc3F)CC2)c1)C(F)F	3.2	0.2	nt	8	1	-1	-20	-0.2
O=C(C[C@@H]1C[C@@H]2c3cc(NC(=O)C4CCC4)ccc3O[C@@H]2[C@@H](CO)O1)NCc1ccccc1	-1.7	-0.1	1	0	10	-2	-17	0.1
CCCC#Cc1ccc2c(c1)O[C@H](CN(C)C(=O)c1ccccc1F)[C@H](C)CN([C@@H](C)CO)S2(=O)=O	-0.4	-0.5	3	-19	7	4	7	0.1
O=C(COc1ccccc1F)Nc1ccc(S(=O)(=O)Nc2nccs2)cc1	-1.0	0.3	4	-7	3	-1	-5	-0.1
Cc1ccc(CN2CCC(=O)N2)cc1	-2.8	0.2	-16	16	1	-3	-5	-0.2
Cn1c(=O)c2c(ncn2Cc2ccccc2)n(C)c1=O	-0.4	0.0	2	nt	5	nt	-7	0.1
COc1ccc(C=NCCc2ccc(OC)c(OC)c2)cc1OC	7.2	0.2	-2	8	-7	-2	-11	nt
CC(C)NC(=O)N(C)C[C@@H]1Oc2ncc(-c3cccc(F)c3)cc2C(=O)N([C@H](C)CO)C[C@@H]1C	0.6	-1.1	6	0	8	-1	17	0.1

7 entries from above, with values under each structure:
Results follow in this order: CFTR F508del cor | XiGFP reactiv | RAD54 inh | INS-1E GSIS act | DENV2 CPE | Casp6 inh | RAD52 anneal inh | E-sel inducer
- Cc1ccc(CN2CCC(=O)N2)cc1
 : -2.8 | 0.2 | -16 | 16 | 1 | -3 | -5 | -0.2
- O=C(CCCOc1ccccc1)OCn1nnc2ccccc2c1=O
 : 0.4 | 0.3 | nt | 58 | 3 | -4 | -17 | -1.4
- CN(C(=O)c1ccc2c(=O)n3c(nc2c1)CCCCC3)c1cccc(Cl)c1
 : 0.2 | 0.1 | -1 | -3 | -2 | 6 | -6 | nt
- COc1ccccc1-c1nc(C#N)c(N2CCN(C(=O)c3ccco3)CC2)o1
 : -2.6 | 0.1 | 2 | 10 | 1 | 0 | -22 | -0.1
- CC(C)NC(=O)N(C)C[C@@H]1Oc2ncc(-c3cccc(F)c3)cc2C(=O)N([C@H](C)CO)C[C@@H]1C
 : 0.6 | -1.1 | 6 | 0 | 8 | -1 | 17 | 0.1
- COc1ccc(Nc2c3c(nc4ccccc24)CCC3)cc1
 : 0.4 | 0.4 | 28 | 74* | -7 | -3 | 34 | -0.1
- Cn1c(=O)c2c(ncn2Cc2ccccc2)n(C)c1=O
 : -0.4 | 0.0 | 2 | nt | 5 | nt | -7 | 0.1

Later entries
SMILES	CFTR F508del cor	XiGFP reactiv	RAD54 inh	INS-1E GSIS act	DENV2 CPE	Casp6 inh	RAD52 anneal inh	E-sel inducer
CCOC(=O)c1ccc(NC(=O)c2ccc(CN3CCc4ccccc4C3)cc2)cc1	-1.7	-0.1	-3	-39	15	2	-8	nt
C[C@@H]1CN([C@@H](C)CO)S(=O)(=O)c2ccc(C3=CCCCC3)cc2O[C@@H]1CN(C)C(=O)C1CCC1	4.5	-1.3	-3	-11	7	2	19	0.5
C[C@H](CO)N1C[C@H](C)[C@@H](CN(C)C)OCCCC[C@H](C)Oc2ccc(NC(=O)Nc3cccc4ccccc34)cc2C1=O	-1.8	0.0	-2	19	-16	0	5	-0.2
COc1ccc(-c2ccc3c(c2)O[C@@H](CN(C)C(=O)c2ccccc2F)[C@@H](C)CN([C@H](C)CO)S3(=O)=O)cc1	1.4	-0.8	-4	-5	13	1	2	0.1
CCNC(=O)C[C@H]1CC[C@H]2[C@@H](COC[C@@H](O)CN2C(=O)Nc2c(C)noc2C)O1	-3.1	0.4	4	1	-1	1	1	0.0
Cc1c(NC(=O)c2ccc(NC(=O)C3CC3)cc2)cccc1C(=O)O	1.2	0.2	1	5	-5	-10	-10	-0.7
O=C(N[C@@H]1CC[C@@H](CCNS(=O)(=O)c2ccc(F)cc2)O[C@@H]1CO)C1CCC1	2.3	0.2	-11	6	5	-1	-3	3.4
COc1ccc(CC(=O)NNC(=O)c2ccc(Br)o2)cc1	-2.9	0.0	-9	9	-10	1	7	6.0
C[C@H]1CN([C@@H](C)CO)S(=O)(=O)c2ccc(-c3cncnc3)cc2O[C@@H]1CN(C)C	0.6	0.0	-2	4	16	1	5	-0.1

Record cards (already shown):
`O=C(N[C@@H]1CC[C@@H](CCNS(=O)(=O)c2ccc(F)cc2)O[C@@H]1CO)C1CCC1` across the screens: CFTR F508del cor = 2.3; XiGFP reactiv = 0.2; RAD54 inh = -11; INS-1E GSIS act = 6; DENV2 CPE = 5; Casp6 inh = -1; RAD52 anneal inh = -3; E-sel inducer = 3.4
`C[C@H]1CN([C@@H](C)CO)S(=O)(=O)c2ccc(-c3cncnc3)cc2O[C@@H]1CN(C)C` across the screens: CFTR F508del cor = 0.6; XiGFP reactiv = 0.0; RAD54 inh = -2; INS-1E GSIS act = 4; DENV2 CPE = 16; Casp6 inh = 1; RAD52 anneal inh = 5; E-sel inducer = -0.1
